HEK293 NOD2/NF-kB – inhibition of NOD2-driven NF-kB reporter – cell-based, luminescence, uHTS, HEK293 (AID 1566); HEK293 NOD2/NF-kB luciferase reporter, luminescence; higher % means a stronger effect; inhibition, % at 4 µM, or EC50 in µM where a hit was titrated; 290,000 tested, 0.63% active; in the data active = inhibition above about 50%; note: many of its hits are not listed in these tables
NOD1 inhibition – NOD1 signaling inhibitors, primary screen, cell-based, luminescence, uHTS (AID 1578); NOD1-driven NF-kB luciferase reporter cells, luminescence; higher % means a stronger effect; inhibition, % at 4 µM, or EC50 in µM where a hit was titrated; 290,000 tested, 1% active; in the data active = inhibition mostly above about 36%, no sharp cut-off; inactive = mostly below about 34%;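 note: HEK-293T reporter cells stimulated with the NOD1 agonist gamma-tri-DAP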
* hit, by the source's call. Not all compounds are listed, so the mix of outcomes need not match the whole.

SMILES | HEK293 NOD2/NF-kB | NOD1 inhibition
CCn1cc(/C=C(\NC(=O)c2ccc(C)cc2)C(=O)NCCN2CCOCC2)c2ccccc21 | 8% | -2%
Cc1cc(C(=O)N2CCCC(N3CCN(Cc4ccc5c(c4)OCO5)CC3)C2)n[nH]1 (centres undefined) | -22% | -36%
COc1ccc(S(=O)(=O)N2CCOC2CNC(=O)C(=O)NCCCN2CCOCC2)cc1 (centres undefined) | 17% | -18%
COc1ccc(C(=O)Nc2ccc(NC(=O)c3cc(OC)c(OC)c(OC)c3)cn2)cc1 | 14% | 7%
O=C(CN(C(=O)CNC(=O)c1cccs1)c1ccc(F)cc1)NC1CCCC1 | -2% | -26%
Cc1ccc(CNCCCSc2nc(C)cc(C)n2)cc1 | -8% | -6%
C=C1CCC[C@]2(C)C[C@H]3OC(=O)C(CN4CC(C)OC(C)C4)[C@H]3C[C@@H]12 (some centres undefined) | 25% | -5%
O=C(NC(=S)NCc1ccccc1)c1ccccc1Br | 1% | 13%
COc1cccc(NS(=O)(=O)c2ccc(-n3cccn3)cc2)c1 | 28% | 49%
NC(=O)CC(NC(=O)Cc1ccc(Br)cc1)c1ccc(NCCN2CCOCC2)c([N+](=O)[O-])c1 (centres undefined) | -1% | -21%
O=C(Nc1cccc(F)c1)C1CCN(S(=O)(=O)c2cccc3nonc23)CC1 | 7% | 10%
O=C(NCCc1ccccc1F)C1CCCN(c2nc3ccccc3s2)C1 (centres undefined) | 11% | -2%
CC(C)(C)NC(=O)C1c2ccccc2Oc2ccccc21 | 6% | 10%
O=C(NCc1ccccc1Cl)c1cc(=O)[nH]c2ccccc12 | -2% | -6%
Cc1c(C(=O)N2CCCC2)oc2c1-c1nn(CC(=O)NCCCN3CCCCC3C)cc1CC2 (centres undefined) | -14% | -7%
COCCSc1nnc(NC(=O)c2ccco2)s1 | -17% | -45%
Cc1ccc(S(=O)(=O)NCc2ccccc2)cc1C(=O)N(C)Cc1ccccc1F | -13% | -17%
Cc1cc2oc(=O)cc(CN(C)Cc3ccc(OC(F)F)cc3)c2cc1Cl | -21% | -24%
CCN(C(=O)COc1ccc(C(=O)c2ccccc2)cc1)c1ccccc1 | 1% | 6%
Cc1ccc(NC(=O)CCC(=O)OC(C)C(=O)c2ccccc2)cc1 (centres undefined) | 2% | -3%

Arranged by molar mass (rising): part of the list above.
SMILES | HEK293 NOD2/NF-kB | NOD1 inhibition
CC(C)(C)NC(=O)C1c2ccccc2Oc2ccccc21 | 6% | 10%
COCCSc1nnc(NC(=O)c2ccco2)s1 | -17% | -45%
COc1cccc(NS(=O)(=O)c2ccc(-n3cccn3)cc2)c1 | 28% | 49%
Cc1ccc(NC(=O)CCC(=O)OC(C)C(=O)c2ccccc2)cc1 (centres undefined) | 2% | -3%
CCN(C(=O)COc1ccc(C(=O)c2ccccc2)cc1)c1ccccc1 | 1% | 6%
O=C(NCCc1ccccc1F)C1CCCN(c2nc3ccccc3s2)C1 (centres undefined) | 11% | -2%
Cc1cc2oc(=O)cc(CN(C)Cc3ccc(OC(F)F)cc3)c2cc1Cl | -21% | -24%
O=C(CN(C(=O)CNC(=O)c1cccs1)c1ccc(F)cc1)NC1CCCC1 | -2% | -26%
O=C(Nc1cccc(F)c1)C1CCN(S(=O)(=O)c2cccc3nonc23)CC1 | 7% | 10%
Cc1cc(C(=O)N2CCCC(N3CCN(Cc4ccc5c(c4)OCO5)CC3)C2)n[nH]1 (centres undefined) | -22% | -36%
Cc1ccc(S(=O)(=O)NCc2ccccc2)cc1C(=O)N(C)Cc1ccccc1F | -13% | -17%
COc1ccc(C(=O)Nc2ccc(NC(=O)c3cc(OC)c(OC)c(OC)c3)cn2)cc1 | 14% | 7%
CCn1cc(/C=C(\NC(=O)c2ccc(C)cc2)C(=O)NCCN2CCOCC2)c2ccccc21 | 8% | -2%
Cc1c(C(=O)N2CCCC2)oc2c1-c1nn(CC(=O)NCCCN3CCCCC3C)cc1CC2 (centres undefined) | -14% | -7%
COc1ccc(S(=O)(=O)N2CCOC2CNC(=O)C(=O)NCCCN2CCOCC2)cc1 (centres undefined) | 17% | -18%
NC(=O)CC(NC(=O)Cc1ccc(Br)cc1)c1ccc(NCCN2CCOCC2)c([N+](=O)[O-])c1 (centres undefined) | -1% | -21%

Further records
SMILES | HEK293 NOD2/NF-kB | NOD1 inhibition
Cc1nnc(NC(=O)c2cccc(S(=O)(=O)N3CCCC3)c2)s1 | -1% | -20%
O=C(CN1CCOCC1)Nc1ccc(Cl)c(Cl)c1 | 8% | 1%
O=C(NCc1ccc(F)cc1)C1CC(=O)N(C2CCCCCCC2)C1 (centres undefined) | -7% | 6%
O=C(Nc1ccc2c(c1)OCCO2)c1ccc(Cl)cc1 | -154% | -30%
CSCCC(NC(=O)c1ccccc1Br)C(=O)NC(C)CCc1ccccc1 (centres undefined) | 16% | -29%
CCOC(=O)c1ccc(CNC(=O)c2cc(COc3ccccc3SC)on2)o1 | -49% | -70%
Cc1ccc(C(=O)N(Cc2sccc2C)C2CCS(=O)(=O)C2)cc1 (centres undefined) | -6% | -20%
Cc1ccc(C(=O)NCCN2CCOCC2)cc1S(=O)(=O)N1CCCCC1 | -1% | -26%
NC(=O)C1CCN(CC(O)CSc2ccc(F)cc2)CC1 (centres undefined) | 9% | -14%
O=C(NCCCNC(=O)c1ccccn1)c1ccc(Cl)cc1 | -24% | -7%
Cc1nc(-c2ccc(NC(=O)Cc3ccccc3)cc2)cs1 | -30% | 5%
COc1ccc(-c2cc(C)no2)cc1S(=O)(=O)NCCCN1CCN(c2ccccc2)CC1 | 44% | -7%
COc1ccc(C(=O)Nc2nnc(Cc3ccc(OC)c(OC)c3)s2)cc1 | 20% | 14%
CCC(CC)c1nnc(NC(=O)C2CC(=O)N(C3CCCC3)C2)s1 (centres undefined) | 8% | -22%
Nc1cc(=O)[nH]c(=O)n1CCc1ccccc1 | 0% | 2%
Cc1c(CCC(=O)N2CCC(C(=O)O)CC2)c(=O)oc2cc3oc4c(c3cc12)CCCC4 | 26% | 6%
CCOC(=O)c1sc(NC(=O)C2CC(=O)N(c3ccc(OC)cc3)C2)nc1C (centres undefined) | -10% | -10%
CCOc1ccc(CNC(=O)c2nnc(CS(=O)(=O)c3ccccc3)o2)cc1OC | 0% | -11%
COCCC(=O)N1CCC(Oc2ccc(C(=O)NC(C)CCn3cccn3)cc2)CC1 (centres undefined) | 10% | -24%
Cc1ccc(C(C)NC(=O)c2cc3ccccc3oc2=O)cc1C (centres undefined) | 16% | -2%
NC(=O)c1c(NC(=O)c2cccc(N3C(=O)CCC3=O)c2)sc2c1CCCCC2 | 11% | -2%
Cc1ccccc1CSCC(=O)Nc1ccccc1F | -16% | 42%
COc1cccc(/C=N/Nc2ccnc(=O)[nH]2)c1O | 8% | 1%
COc1ccccc1S(=O)(=O)Cc1ccc(C(=O)NCC(OC)OC)o1 | 10% | -11%
CCn1cc(C(=O)NCCc2ccc(OC)c(OC)c2)c(=O)c2cc(S(=O)(=O)N3CCOCC3)ccc21 | -3% | -18%
Cc1cccc(N2CCN(CC(=O)Nc3ccc(S(=O)(=O)N4CCOCC4)cc3)CC2)c1C | 29% | -8%
CC1CC(C)CN(C(=O)COC(=O)Cc2ccc(Br)cc2)C1 (centres undefined) | 10% | 2%
COc1ccc(N2CCN(C(=O)c3ccc(CS(=O)(=O)c4ccccc4C)o3)CC2)cc1 | 26% | 33%
Cc1nc2nc(CNC(=O)OC(C)(C)C)nn2c(C)c1CCC(=O)Nc1ccc2c(c1)OCO2 | -8% | -34%
C=CCN(Cc1cc(OC)ccc1OC)C(=O)c1cc2ccc(OC)cc2[nH]1 | 25% | 1%
O=C(NCCO)N1c2ccccc2Sc2ccccc21 | -1% | -34%
COc1ccc(NC(=O)NC2(C(=O)N3CCN4CCCC4C3)CCCCC2)cc1 (centres undefined) | -11% | -21%
COc1ccc(CNCc2c(F)cccc2F)cc1OC | 4% | -26%
C=CCNc1nc2ccccc2nc1NS(=O)(=O)c1ccc(Br)cc1 | 39% | -9%
CCOC(=O)c1cnc2c(Cl)cc(Cl)cc2c1NCCCN1CCOCC1 | 4% | -8%
CCCCC(=O)Nc1ccc(NCc2ccc(C)s2)cc1 | 6% | -5%
CC(NS(=O)(=O)c1ccc(Br)cc1)C(=O)NCC1CCCO1 (centres undefined) | 19% | -24%
COc1ccc(C(C)C)cc1S(=O)(=O)Nc1ncn[nH]1 | 12% | -3%
OCC1(Cc2ccc(F)cc2F)CCCN(CCCc2ccccc2)C1 (centres undefined) | -37% | -3%
Cc1cccc(C(=O)Nc2nnc(Cc3ccccc3)s2)c1 | -18% | -20%
Cc1noc(C)c1S(=O)(=O)N(CC(=O)NCc1ccccc1)c1ccc(C(C)C)cc1 | -13% | -23%
CCN(CC)S(=O)(=O)c1ccc(C(=O)NNC2=NS(=O)(=O)c3ccccc32)cc1 | 1% | -7%
CCOc1ccc(NC(=O)CCC(=O)NNC(=O)c2ccccc2Cl)cc1 | 0% | -5%
CC(=O)C(C)n1c(CN(C)Cc2ccccc2)nc2c1c(=O)n(C)c(=O)n2C (centres undefined) | 13% | -5%
CCN(CC(=O)Nc1ccccc1C(F)(F)F)C(=O)CCc1nc2ccccc2c(=O)[nH]1 | 4% | -23%
O=C(CCn1c(=S)[nH]c2cc3c(cc2c1=O)OCO3)NCc1ccccc1Cl | 9% | -34%
NC(=O)c1ccccc1NC(=O)c1ccoc1 | -7% | -3%
CCc1nn(C(C)C(=O)N2CCN(c3ccc(OC)cc3)CC2)c(=O)c2cc3occc3n12 (centres undefined) | -8% | -18%
COc1ccc(CNC(=O)C2CCCN(C(=O)Nc3ccccc3OC)C2)cc1 (centres undefined) | 23% | -12%
CC(C)CCN1C(=O)c2ccc(C(=O)Nc3ccccn3)cc2C1=O | 2% | -4%
Remaining list, next part:
SMILES | HEK293 NOD2/NF-kB | NOD1 inhibition
COc1ncccc1C(=O)N1CCCC(N2CCN(c3cccc(Cl)c3)CC2)C1 (centres undefined) | -13% | -30%
CSc1nsc(SCC(=O)Nc2ccc(F)cc2F)n1 | -28% | -4%
COC(=O)c1ccc(N(CC(=O)NC2CCCCC2)C(=O)CNC(=O)c2ccco2)cc1 | 6% | -28%
CCOCCCNS(=O)(=O)c1cc2[nH]c3c(c2cc1C)C(=O)CC(C)(C)C3 | 19% | 0%
COc1cccc(NC(=S)N2CCN(C)CC2)c1 | 10% | -12%
COc1ccc(CNC(=O)Cn2cc(C(F)(F)F)ccc2=O)cc1OC | -3% | -31%
OCCN1CCN(c2nc(-c3ccccc3O)nc3ccccc23)CC1 | 14% | -1%
COc1ccc(NS(=O)(=O)c2cc3c(cc2C)N(C(C)=O)CCO3)c(OC)c1 | 3% | -26%
Cc1cc(=O)oc2c3c(cc(OCC(=O)Nc4cccnc4)c12)OC(C)(C)CC3 | 30% | -13%
O=C(O)C1C2CCC(O2)C1C(=O)Nc1ccc(OC(F)F)cc1 (centres undefined) | -3% | -10%
CN(Cc1ccccc1)CC1CCCN(CCc2ccccc2F)C1 (centres undefined) | -31% | 15%
Cc1ccccc1COc1ccc(/C=N/NC(=O)c2nnn(-c3nonc3N)c2CN2CCC(C)CC2)cc1 | -9% | -52%
COCCCNC(=S)NNC(=O)c1cc(C2CC2)nc2ccccc12 | -5% | -41%
O=c1nc(Nc2ccc([N+](=O)[O-])cc2)[nH]c(=O)[nH]1 | 3% | -4%
CCOC(=O)c1cccc(OCC(O)CNCCOc2ccccc2F)c1 (centres undefined) | -13% | -6%
O=C(NC1CC2CCCC(C1)N2C(=O)Nc1cccc(F)c1)C1CC1 (centres undefined) | -2% | -12%
O=C(NCc1ccccn1)c1ccc(OC2CCN(Cc3ccc(Cl)s3)CC2)cc1 | 1% | -2%
COc1ccc(C(CNC(=O)C2CCN(S(=O)(=O)c3ccc(F)cc3)CC2)N(C)C)cc1 (centres undefined) | -19% | -10%
Cc1ccc(C(=O)N/C(=C\c2ccc(-c3ccccc3[N+](=O)[O-])o2)C(=O)NCCCN(C)C)cc1 | 49% | -7%
COc1ccc2nc(NCc3cccnc3)sc2c1 | -4% | -13%
CCOc1ccc(S(=O)(=O)N2CCN(C(=O)c3ccncc3)CC2)cc1 | 10% | -15%
O=C(C[n+]1ccccc1)N/N=C/c1ccccc1C(F)(F)F | 21% | -2%
O=C(NC1CCN(C(=O)c2cccc([N+](=O)[O-])c2)CC1)c1ccccc1 | 5% | -12%
COc1ccc(C(=O)Oc2ccc(Br)cc2C(=S)N2CCOCC2)cc1 | 8% | -91%
O=C(Nc1cccc(Cl)c1Cl)Nn1cnnc1 | -13% | -4%
O=C1NC2(CCCCO2)CO1 (centres undefined) | 0% | -10%
COc1ccc(C2/C(=C(/O)c3ccc4c(c3)CC(C)O4)C(=O)C(=O)N2CCCN2CCOCC2)cc1 (centres undefined) | 7% | -17%
COc1ccccc1CN1CC(C(=O)NCc2cc(F)ccc2C)CCC1=O (centres undefined) | -8% | -35%
Cc1cc2c(cc1S(=O)(=O)N(C)c1ccccc1)n(C)c(=O)n2C | 20% | 1%
Cc1ccc(SCCNC(=O)c2ccccc2F)cc1 | 12% | -12%
CCc1nc(SCC(=O)Nc2cc(C)ccc2OC)c2c(C)c(C)sc2n1 | 8% | -3%
O=C(Nc1cc(Br)ccc1O)c1cc(-c2ccc3c(c2)OCO3)on1 | 13% | -51%
O=[N+]([O-])c1cc(C(F)(F)F)ccc1NCC1CCCO1 (centres undefined) | 0% | -16%
COc1cccc(C2C(C(N)=O)=C(C)Nc3nc(CCCO)nn32)c1 (centres undefined) | -25% | 5%
O=[N+]([O-])c1cccc(OCCN2CCC(Cc3ccccc3)CC2)c1 | -18% | -19%
O=[N+]([O-])c1ccc(CS(=O)(=O)N2CCN(c3ccccc3)CC2)cc1 | 3% | -20%
Cc1ccc(NC(=S)N2CCN(c3ccccn3)CC2)cc1C | 15% | -22%
COc1ccccc1N1CCN(C(=O)c2oc3c(c2C)C(=O)CC(C)(C)C3)CC1 | 3% | -18%
CC(=O)N1CCOc2ccc(S(=O)(=O)N3CCC(C(=O)Nc4cc(C)ccc4C)CC3)cc21 | 25% | -17%

Bioassay records from PubChem BioAssay.
